Pf gamet viab – late stage P. falciparum gametocyte viability inhibitors, primary screen, ATP luminescence, HTS. 150,000 tested, 0.065% active. P. falciparum stage V gametocytes, 24 h. inhibition, % at 10.9 µM. AID 743093, 2013;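 active = inhibition above the mean plus 3 SD of compounds within the control limits, set per campaign, cut at about 38% in these data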;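 also: 0% = DMSO wells and 100% = medium only without gametocytes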
Rab7 wt modul – modulators of GTP binding to Rab7, primary screen, biochemical, wildtype, multiplex bead flow cytometry; Rab7 GTPase wild type (dog), Bodipy-FL-GTP binding; GST-Rab7 beads, fluorescent GTP binding; actives lie on both sides; untreated = 100%, excess cold GTP = 0%; GTP binding activity (percent of control), % at 10 µM; 190,000 tested, 0.055% active;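 active = fluorescent GTP binding to Rab7 beads changed by at least 20 points from the 100% baseline, either direction, mostly lower; inconclusive = compound itself probably fluorescent, or too few beads counted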;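 also: median green fluorescence of bound Bodipy-FL-GTP per Rab7 bead population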
Cdc42 wt – modulators of GTP binding to wildtype Cdc42, primary screen, biochemical, multiplex bead flow cytometry, Bodipy-GTP | Cell division control protein 42 homolog (Homo sapiens), P60953 | GST-Cdc42 beads; actives lie on both sides | percent activity (GTP binding), % at 10 µM | 190,000 tested, 0.2% active | AID 761, 2007;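 active = percent activity GTP binding at least 20 points away from the 100% baseline, either down as inhibitor or up as activator; inconclusive = compound flagged as likely green fluorescent from well-wide comparison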;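 also: median bead fluorescence of bound Bodipy-FL-GTP at 100 nM; 0% = excess unlabeled GTP control and 100% = no compound control; below 100% means less GTP binding so inhibitor and above means activator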
Target sequence (P60953 whole entry, looked up): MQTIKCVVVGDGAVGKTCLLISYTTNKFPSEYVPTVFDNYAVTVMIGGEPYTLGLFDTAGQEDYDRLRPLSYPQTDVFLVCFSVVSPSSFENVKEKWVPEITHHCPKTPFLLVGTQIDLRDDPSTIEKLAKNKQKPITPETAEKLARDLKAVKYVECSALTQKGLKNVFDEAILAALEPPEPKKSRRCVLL
Rac1 mut GTP – GTP binding modulators of activated mutant Rac1, primary screen, biochemical, bead-based flow cytometry, multiplex, fluorescent GTP; Ras-related C3 botulinum toxin substrate 1 (Homo sapiens), P63000; GST-Rac1 activated beads; actives lie on both sides; 100% means binding = to untreated wells; 190,000 tested, 0.11% active; percent activity (GTP binding), % at 10 µM;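 active = GTP binding at least 20 percentage points away from the 100% baseline, in either direction, so actives lie on both sides; inconclusive = Compound likely fluorescent itself, or too few beads counted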
Mcl1-Bid inh – Mcl-1/Bid binding inhibitors, primary screen, biochemical, TR-FRET, 1536-well; 220,000 tested, 0.97% active; AID 1021, 2008; Induced myeloid leukemia cell differentiation protein Mcl-1 (Homo sapiens), Q07820; inhibition, % at 21.7 µM; TR-FRET Mcl-1/Bid-Dy647 peptide binding;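 active = compounds that cut the binding signal by more than half at the single screening dose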;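 also: His-tagged Mcl-1 with europium anti-His antibody binding Bid BH3 peptide; 0% = Mcl-1 plus peptide wells and 100% = peptide-only wells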
Target sequence (Q07820 whole entry, looked up): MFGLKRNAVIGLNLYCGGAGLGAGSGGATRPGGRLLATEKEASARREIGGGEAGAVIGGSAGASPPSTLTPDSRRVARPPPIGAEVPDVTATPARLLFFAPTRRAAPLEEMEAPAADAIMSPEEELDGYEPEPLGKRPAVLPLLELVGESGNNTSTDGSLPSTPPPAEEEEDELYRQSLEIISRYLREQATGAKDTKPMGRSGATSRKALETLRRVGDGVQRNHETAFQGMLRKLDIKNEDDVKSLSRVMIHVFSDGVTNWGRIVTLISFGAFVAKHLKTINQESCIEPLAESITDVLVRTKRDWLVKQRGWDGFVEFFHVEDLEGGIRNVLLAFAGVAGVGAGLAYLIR
HRas wt GTP bind – modulators of GTP binding to HRas wildtype, primary screen, biochemical, bead-based flow cytometry, multiplex | GST-Ras wt beads, Bodipy-FL-GTP binding; actives lie on both sides | GTPase HRas (Homo sapiens), P01112 | AID 759, 2007 | GTP binding activity, % at 10 µM | 190,000 tested, 0.14% active;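 active = GTP binding activity at least 20% away from the 100% baseline, either lowered as inhibitor or raised as activator; inconclusive = flagged as likely green fluorescent, judged across all proteins in the well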;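 also: 0% = unlabeled GTP competition control and 100% = no-compound control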
Target sequence (P01112 whole entry, looked up): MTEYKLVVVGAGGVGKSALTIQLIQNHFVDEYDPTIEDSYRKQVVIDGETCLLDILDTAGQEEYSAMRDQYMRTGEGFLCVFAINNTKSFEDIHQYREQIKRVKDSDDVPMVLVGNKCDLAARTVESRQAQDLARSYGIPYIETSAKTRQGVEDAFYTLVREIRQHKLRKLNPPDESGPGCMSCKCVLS
RGS8-Gao reg – RGS8-Galphao binding modulators, primary screen, biochemical, multiplexed bead flow cytometry. Guanine nucleotide-binding protein G(o) subunit alpha (Homo sapiens), P09471. actives lie on both sides. response (percent of control binding), % at 10 µM. 220,000 tested, 0.34% active. AID 1423, 2008; in the data active = response below about 60% or above about 140%; inactive = in between;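 also: Galphao activated as the GDP aluminium fluoride complex binding bead-coupled RGS8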
Target sequence (P09471 whole entry, looked up): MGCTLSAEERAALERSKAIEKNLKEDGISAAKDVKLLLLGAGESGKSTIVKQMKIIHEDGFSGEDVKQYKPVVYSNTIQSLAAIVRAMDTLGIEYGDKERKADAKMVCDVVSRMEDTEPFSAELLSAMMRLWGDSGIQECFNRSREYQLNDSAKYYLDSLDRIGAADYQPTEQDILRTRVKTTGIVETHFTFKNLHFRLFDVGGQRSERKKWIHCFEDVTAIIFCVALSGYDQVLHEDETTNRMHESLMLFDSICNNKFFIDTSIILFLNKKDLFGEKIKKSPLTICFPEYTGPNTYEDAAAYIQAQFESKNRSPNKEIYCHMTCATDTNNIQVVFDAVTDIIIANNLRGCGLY
Rab2 wt GTP – modulators of GTP binding to Rab2A wildtype, primary screen, biochemical, dog, bead-based flow cytometry, multiplex; GTP binding activity, % at 10 µM; GST-Rab2 wt beads, Bodipy-GTP binding; 190,000 tested, 0.19% active; Ras-related protein Rab-2A (Canis lupus familiaris), P61105;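 active = GTP binding activity at least 20 points away from 100%, either lowered or raised; inconclusive = signal likely due to the compound's own green fluorescence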;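 also: 0% = beads with excess unlabeled GTP and 100% = no-compound control corrected for plate trend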
Mcl1-Noxa inh – Mcl-1/Noxa binding inhibitors, primary screen, biochemical, TR-FRET, 1536-well; TR-FRET Mcl-1/Noxa peptide binding, 2 h; Induced myeloid leukemia cell differentiation protein Mcl-1 (Homo sapiens), Q07820; 220,000 tested, 1.5% active; inhibition, % at 21.7 µM;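 active = compounds that cut the protein-peptide binding signal by more than 50% relative to plate controls in a single-dose test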;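 also: His-tagged Mcl-1 with rhodamine Noxa BH3 peptide and terbium anti-His antibody; 0% = Mcl-1 plus Noxa peptide wells and 100% = peptide-only wells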
Bim-Mcl-1 – inhibitors of Bim peptide binding to Mcl-1, primary screen, biochemical, bead-based flow cytometry, multiplex; inhibition, % at 10 µM; AID 1009, 2008; Bim peptide-Mcl-1 binding; Induced myeloid leukemia cell differentiation protein Mcl-1 (Homo sapiens), Q07820; 190,000 tested, 0.1% active; in the data active = inhibition above about 40%;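 also: 0% = no compound tracer wells and 100% = peptide blocker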
Rac1 wt GTP bind – wildtype Rac1 GTP binding modulators, primary screen, biochemical, GST-Rac1 beads, flow cytometry, multiplex; fluorescent GTP binding; actives lie on both sides; 0 = cold GTP competed, 100 = untreated; AID 757, 2007; GTP binding activity (% of control), % at 10 µM; 190,000 tested, 0.27% active; Ras-related C3 botulinum toxin substrate 1 (Homo sapiens), P63000;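 active = GTP binding activity at least 20 points away from the 100% control level, either lower or higher; inconclusive = compound flagged as likely green fluorescent, judged across all proteins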
* marks the source's active call; other numbers are inactive results; ? = inconclusive; nt = no result given.

SMILES	Pf gamet viab	Rab7 wt modul	Cdc42 wt	Rac1 mut GTP	Mcl1-Bid inh	HRas wt GTP bind	RGS8-Gao reg	Rab2 wt GTP	Mcl1-Noxa inh	Bim-Mcl-1	Rac1 wt GTP bind
S=C(NC1CC1)NC1CCCc2ccccc21 (stereo unspecified)	-9	93	100	96	-18	95	110	99	29	-2	103
Cc1c(-n2cc(C(=O)c3cc(Cl)ccc3O)cc(C#N)c2=O)c(=O)n(-c2ccccc2)n1C	nt	103	101	98	-38	101	97	102	8	-1	100
c1ccc(-c2nnsc2Sc2ccccn2)cc1	4	95	89	94	-23	95	100	91	5	0	97
CSc1ccc(S(=O)(=O)N2CCN(Cc3ccc4c(c3)OCO4)CC2)cc1	nt	100	97	95	-3	97	103	95	2	-3	99
COc1cc(C(=O)Nc2ccc(S(=O)(=O)N3CCOCC3)cc2)c([N+](=O)[O-])cc1OC	5	102	99	95	-1	98	106	99	18	0	98
CC(C)Oc1ccc(OCCNC2CCCC2)cc1	-1	98	105	101	6	105	98	104	17	-1	101
CS(=O)(=O)N1CCC(C(=O)NCc2ccc(F)cc2Cl)CC1	-7	100	104	99	-1	102	102	102	8	-3	103
CCCCCn1c(CCC(=O)Oc2ccccc2OC)nc2c1c(=O)[nH]c(=O)n2CCCC	11	100	100	98	-1	100	102	99	4	-4	103
Cc1cc(Cl)ccc1OC(C)C(=O)NCCCCc1ccccc1 (stereo unspecified)	nt	96	100	102	-18	99	97	99	15	1	103
c1ccc(-c2nnc(NC3=NCCC3)o2)cc1	14	93	104	96	-39	97	105	99	3	-4	98
CCOc1ccccc1CN1C(=O)NC(C)(c2ccccc2)C1=O (stereo unspecified)	nt	97	99	99	-9	98	103	100	-3	-1	100
O=C(Nc1ccc(Cl)cc1)C1C2CCC3C(CCC21)C3(Cl)Cl (stereo unspecified)	nt	105	103	102	-15	104	101	104	-1	-1	106
CN(/N=C/C=C/c1ccccc1)c1cc(=O)n(C)c(=O)[nH]1	10	103	99	100	-46	103	97	100	-2	-4	102
COc1ccc(N2CC(O)=C(c3nc(-c4ccc(Br)cc4)cs3)C2=N)cc1	3	97	92	94	-5	96	97	94	30	0	99
COc1ccc(-c2[nH]ncc2CN(C)Cc2nonc2C)c(OC)c1	-30	97	100	96	11	96	98	97	-13	-2	101
O=C(COc1cccc(Cl)c1)N/N=C\c1cc2ccccc2nc1Cl	-4	99	102	99	-4	101	100	98	-8	-4	101
CCN1CCN(C(=O)c2cc3cc4ccc(OC)cc4nc3s2)CC1	nt	98	100	100	-16	101	96	98	-1	0	102
COc1cc(NC(=O)c2ccco2)c(C(=O)OCC(=O)c2c[nH]c3ccccc23)cc1OC	4	94	100	99	-39	98	110	99	7	-5	100
O=C(Cn1nc(C(F)(F)F)c2c1CCC2)NC1CCCCC1	-3	101	110	106	-32	105	106	104	9	2	108
CCOc1ccc(S(=O)(=O)N2CCCCCC2)cc1	nt	99	100	99	2	99	100	98	-25	-1	101
COC(=O)C1=C(C)NC(=O)/C1=C\c1cccs1	nt	98	101	95	-27	100	109	99	-11	-2	96
Cc1cccc(N(C(=O)Cn2nnc(-c3ccc(F)cc3)n2)C(C(=O)NC(C)(C)C)c2ccncc2)c1 (stereo unspecified)	nt	95	94	94	0	95	90	97	-5	-2	94
CCOc1ccc(NC(=O)COc2nsnc2N2CCOCC2)cc1	16	106	103	97	-20	102	89	102	9	1	102
O=c1[nH]c(-c2ccc(Cl)cc2)nc2c1cnn2-c1ccccc1	nt	104	101	99	-16	101	102	102	3	-3	107
O=C/C(=C\Nc1ccc(Cl)cn1)c1nc2cc(Cl)ccc2o1	17	100	97	94	-19	97	98	95	-4	0	95
(more compounds)
SMILES	Pf gamet viab	Rab7 wt modul	Cdc42 wt	Rac1 mut GTP	Mcl1-Bid inh	HRas wt GTP bind	RGS8-Gao reg	Rab2 wt GTP	Mcl1-Noxa inh	Bim-Mcl-1	Rac1 wt GTP bind
CCOc1ccc(S(=O)(=O)Nc2cc(OC)ccc2OC)cc1	nt	99	102	100	-29	102	103	99	-10	-1	101
Cc1ccc(CN2CCN(C3CCOCC3)CC2CCO)cc1 (stereo unspecified)	-5	97	100	97	-48	96	97	97	0	0	100
CC1CC(Nc2cccc(O)c2)=CC(=O)O1 (stereo unspecified)	13	99	104	99	-46	104	99	104	-1	2	104
Fc1cc(F)c2nc(N3CCCC3)sc2c1	-33	106	95	95	1	100	106	99	3	1	100
Cc1cc(NO)c(C(C)C)cc1N=O	-7	99	101	100	-12	97	102	98	-11	-1	102
CCCNC(=S)N1CCC(n2cnc3ccccc32)CC1	-8	?	?	?	-22	?	104	?	4	3	?
Cc1sc(NC(=S)NC(=O)CCc2ccccc2)c(C(N)=O)c1C	-6	100	100	99	-40	101	99	99	10	-5	104
CCCN(CC1CC1)C(=S)NC(=O)C1CC1	3	96	96	96	-28	96	101	98	18	1	99
CCOC(=O)/C(C#N)=C/c1cn(CCC(=O)O)nc1-c1ccc(OC)cc1	nt	104	98	96	-14	99	101	100	15	-3	99
CCNC(=O)C12CCC(C)(C(=O)O1)C2(C)C (stereo unspecified)	10	110	101	92	-20	102	95	102	13	1	101
Fc1ccc(-n2[nH]nnc2=S)cc1N1CCCC1	17	100	102	98	-38	102	100	102	29	5	103
CC(=O)c1cccc(NC(=O)C(=O)Nc2cccc3ccccc23)c1	nt	105	97	94	-28	97	100	99	-6	-6	95
CCOC(=O)C(CC(C)C)CP(=O)(O)CNC(=O)OCc1ccccc1 (stereo unspecified)	nt	97	101	97	23	98	102	98	8	0	100
N#C/C(=C\Nc1ccccc1O)c1nc2ccccc2o1	-16	?	?	?	-25	?	99	?	8	0	?
Cc1ccc(-c2nsc(SCC(=O)NCC3CCCO3)n2)cc1 (stereo unspecified)	3	107	97	97	-9	95	99	98	4	-4	94
COc1ccc(CN2CCN(C(=O)c3cc(-c4cccnc4)nc4ccc(Cl)cc34)CC2)c(OC)c1OC	2	106	104	96	-38	100	99	99	15	9	102
O/N=C(/Cc1ccccn1)c1ccccc1	nt	99	99	98	4	100	101	101	0	0	107
CC(C)Sc1cc(N2CCCC2)nc(-c2ccccc2Cl)n1	-10	97	97	99	-24	99	99	96	5	-1	102
CCc1cc2c(=O)n(Cc3ccco3)c(SCC(=O)N3CCCc4ccccc43)nc2s1	-16	98	101	98	5	101	87	101	-64	-2	101
CCOC(=O)c1ccc(NC(=O)COc2ccc(-n3cnnn3)cc2)cc1	nt	97	96	95	-14	95	93	93	7	2	97
Cc1ccc(C2/C(=C(/O)c3ccccc3)C(=O)C(=O)N2CCN2CCOCC2)o1 (stereo unspecified)	16	99	100	100	-42	101	100	99	19	-4	108
O=C(CCCN1C(=O)c2ccccc2C1=O)Nc1ccc(Br)cn1	10	100	100	96	8	100	101	99	6	-1	98
CCOC(=O)C1=C(C)NC(=S)NC1c1cc(C)sc1C (stereo unspecified)	-13	110	101	96	-27	100	101	104	14	3	99
COc1ccc(N(CC(=O)NCc2ccccn2)S(=O)(=O)c2ccccc2[N+](=O)[O-])c(OC)c1	nt	97	99	95	-28	97	107	96	0	-2	99
c1ccc(SCc2cc(-c3ccccc3)no2)cc1	-43	101	96	94	-3	99	95	96	0	-2	102
(more compounds)
SMILES	Pf gamet viab	Rab7 wt modul	Cdc42 wt	Rac1 mut GTP	Mcl1-Bid inh	HRas wt GTP bind	RGS8-Gao reg	Rab2 wt GTP	Mcl1-Noxa inh	Bim-Mcl-1	Rac1 wt GTP bind
Clc1ccc(Cn2ccc(-c3ccc4c(c3)OCO4)n2)cc1Cl	-9	94	96	95	7	96	99	95	-3	3	88
CCOC(=O)c1ccc(NC(=S)Nc2ccc(Cl)cn2)cc1	17	107	96	96	-25	101	102	101	7	-1	99
Cc1nc(NC(=O)COC(=O)C(NC(=O)c2ccco2)C(C)C)c(Cl)cc1Cl (stereo unspecified)	nt	100	101	98	-13	100	106	101	11	-3	103
CCC(=O)NC(Nc1cc(C)ccn1)(C(F)(F)F)C(F)(F)F	nt	104	102	103	-4	103	107	101	8	-1	105
Cn1c(N)c(C(=O)COC(=O)c2cccs2)c(=O)n(C)c1=O	nt	97	98	99	-1	100	100	99	2	1	101
Cc1nnc(NC(=O)C2C3C=CC(O3)C2C(=O)O)s1 (stereo unspecified)	nt	99	97	98	28	97	98	99	22	nt	99
COc1ccc(Cn2nnnc2C(CC(C)C)N2CCN(c3ccccc3)CC2)cc1 (stereo unspecified)	nt	105	106	103	-57	107	97	107	-3	-1	105
COC(=O)CNc1n[nH]c(=S)[nH]c1=O	8	98	103	99	1	100	100	101	2	0	104
COc1cc(/C=C2\CC/C(=C\c3cc(OC)c(O)c(OC)c3)C2=O)cc(OC)c1O	-2	90	95	91	-2	97	71	97	101*	17	100
COc1cc(/C=C2/SC(=S)N(CC(=O)NC(C)(C)C)C2=O)cc(OC)c1OC	nt	101	99	99	-25	101	96	100	-8	2	102
CCOC1=NN(c2ccc(Cl)cc2)C(=O)/C1=C\N(C)C	-4	95	91	95	-16	95	97	104	10	1	96
CCOP(=O)(OCC)C(NC(=O)C(F)(F)F)c1ccccc1 (stereo unspecified)	8	100	101	102	-47	101	99	100	11	-3	102
CN(C)c1nc(NC(C)(C)C)nc(NC(C)(C)C)n1	9	104	95	95	-24	95	98	96	5	-3	95
CCCCCCCC(=O)NNC(=O)c1ccc([N+](=O)[O-])cc1	nt	93	98	96	-12	97	111	101	-15	2	99
CCOc1cc(C(=O)N(C)c2ccccc2)cc(OCC)c1OCC	nt	99	102	101	-7	101	98	101	-7	3	107
Cn1cc([N+](=O)[O-])c(C(=O)Nc2cnn(Cc3ccc(F)cc3)c2)n1	nt	108	99	99	-16	100	89	100	5	-2	101
Cc1ccccc1C1CCCN(Cc2nc(CC3CC3)no2)C1 (stereo unspecified)	-13	96	102	97	0	98	96	98	-9	0	101
Cc1ccc(NC(=O)CSC2=C(C#N)C(c3ccco3)C3=C(CC(C)(C)CC3=O)N2)cc1 (stereo unspecified)	-13	96	98	95	-30	99	106	98	20	-3	100

Screening data as filed in PubChem BioAssay.
